Assay outcomes as filed in PubChem.
Ecoli viability = bacterial growth inhibition, counter-screen for AddAB inhibitors. E. coli V3065 growth, OD600 absorbance, 18 h. inhibition, % at 11.9 µM. hit rate 0.27% among 330,000. AID 449728;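 active means inhibition above the campaign's mean inhibition across all tested compounds plus 3 SD, cut at about 9.9% in these data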;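 further: uninfected addAB+ strain grown without phage in ampicillin broth; 0% = DMSO wells and 100% = ciprofloxacin 0.95 µg/ml wells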
SUMO Mot1 rescue = SUMOylation pathway inhibition by Mot1-301 growth rescue | growth rescue, % at 18.8 µM | AID 2716 | S. cerevisiae Mot1-301 growth rescue, ATP luminescence, 38.5C; percent above DMSO median, 100 means doubled | hit rate 1% among 320,000;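 active means every valid replicate shows activation above 250% relative to neutral control wells; inactive means the rest, any valid replicate at or below 250%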;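 further: OY570 slx delta 5 strain wells were the positive control but not used for scaling; some compounds called inactive have numbers as strong as hits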
DAGLB inhibitor = diacylglycerol lipase beta (human) inhibition; hit rate 0.059% among 340,000; inhibition, % at 5.17 µM; HEK293T DAGLB membrane lysate, EnzChek fluorogenic substrate; Q8NCG7; AID 504411; in the data active means inhibition above about 34%;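 further: 0% = enzyme with vehicle and 100% = wells lacking enzyme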
Target sequence (Q8NCG7 whole entry, looked up): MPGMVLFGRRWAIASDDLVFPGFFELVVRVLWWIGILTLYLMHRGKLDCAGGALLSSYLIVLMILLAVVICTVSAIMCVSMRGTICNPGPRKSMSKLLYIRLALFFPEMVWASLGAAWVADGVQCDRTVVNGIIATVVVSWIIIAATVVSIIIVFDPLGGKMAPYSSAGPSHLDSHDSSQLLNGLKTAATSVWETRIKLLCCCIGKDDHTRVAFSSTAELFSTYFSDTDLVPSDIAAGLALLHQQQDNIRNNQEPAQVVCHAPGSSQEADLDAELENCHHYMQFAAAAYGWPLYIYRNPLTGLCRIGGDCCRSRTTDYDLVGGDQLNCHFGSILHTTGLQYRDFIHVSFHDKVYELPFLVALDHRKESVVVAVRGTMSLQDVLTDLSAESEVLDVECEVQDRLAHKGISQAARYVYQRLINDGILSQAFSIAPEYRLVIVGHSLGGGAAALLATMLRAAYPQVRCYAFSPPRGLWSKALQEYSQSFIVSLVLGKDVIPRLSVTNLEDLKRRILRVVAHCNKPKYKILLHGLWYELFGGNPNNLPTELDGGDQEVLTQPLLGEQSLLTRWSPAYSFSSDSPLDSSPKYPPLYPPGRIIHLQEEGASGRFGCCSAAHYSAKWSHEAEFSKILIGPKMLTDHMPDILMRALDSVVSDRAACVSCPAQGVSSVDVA
PKA-R1A act = activators of PKA-R1A complex. P00514+P68181. PKA-R1A dissociation, Cy5-IP20 fluorescence polarization; scaled: DMSO 0%, 113 µM cGMP 100%. activation, % at 11.4 µM. hit rate 0.083% among 340,000. AID 504707;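 active means percent activation above the mean of all tested compounds plus 3 SD, cut at about 19% in these data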;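 further: higher means more PKAc released from R1A so a rise in polarization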
HTR5A inv ctr = inverse agonist of human HTR5A in OPRM1-OPRD1 counter-screen | P47898 | HTR5A cell line, luminescence, inverse agonism | inhibition, % at 9.3 µM | hit rate 0.083% among 340,000 | AID 504634; in the data active means inhibition mostly above about 23%, no sharp cut-off; inactive means mostly below about 18%;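 further: 0% = cells with DMSO and 100% = no-cell wells with DMSO; some compounds called inactive have numbers as strong as hits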
Target sequence (P47898 whole entry, looked up): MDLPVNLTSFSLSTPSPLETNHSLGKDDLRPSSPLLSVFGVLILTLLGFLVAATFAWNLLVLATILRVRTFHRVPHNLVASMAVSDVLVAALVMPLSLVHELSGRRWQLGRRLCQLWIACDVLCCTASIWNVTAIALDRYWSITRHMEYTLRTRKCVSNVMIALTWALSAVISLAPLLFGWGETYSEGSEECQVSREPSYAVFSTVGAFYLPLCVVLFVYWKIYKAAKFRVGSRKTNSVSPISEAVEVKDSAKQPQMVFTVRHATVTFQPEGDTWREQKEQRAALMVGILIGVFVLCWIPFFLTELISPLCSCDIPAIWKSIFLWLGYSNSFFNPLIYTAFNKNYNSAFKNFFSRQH
PKA-R2B activ = activators of human PKA-R2B complex; hit rate 0.079% among 340,000; activation, % at 11.4 µM; P22694+P31323; PKA-R2B holoenzyme dissociation, Cy5-IP20 fluorescence polarization; R2B truncated from residue 108, S112A mutant; 0% DMSO only, 100% 113 µM cGMP;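 active means activation above a cutoff set at the mean over all compounds plus 3 SD, cut at about 18% in these data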;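 further: higher means more holoenzyme dissociation and a rise in polarization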
AddAB inh = less growth of phage-infected E. coli with AddAB. E. coli expressing H. pylori AddAB, absorbance growth. inhibition, % at 11.9 µM. hit rate 0.29% among 330,000. AID 435030; in the data active means inhibition above about 12%;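 further: 0% = vehicle wells of infected cells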
phage Ecoli inh = E. coli growth loss with phage present; growth absorbance; hit rate 0.26% among 360,000; inhibition, % at 11.9 µM; in the data active means inhibition above about 11%
CDK5 p35 inh = blocks human CDK5/p35 kinase activity; Q00535+Q15078; Recombinant CDK5/p35, ADP-Glo luminescence, 60 min; inhibition, % at 10 µM; hit rate 0.01% among 330,000;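 active means highest replicate inhibition of at least 50% and at least 75% of replicates reaching 50%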;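 further: plate controls were DMSO neutral control for no effect and GW8510 at 10 µM for full effect; many of its hits are not listed in these tables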
HTR5A ag = HTR5A agonism, opioid heterodimer counter-screen | hit rate 0.61% among 340,000 | activation, % at 9.3 µM | P47898 | HTR5A agonist assay, luminescence, cell-based | AID 504692; in the data active means activation mostly above about 9.5%, no sharp cut-off; inactive means mostly below about 7.6%;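 further: 0% = cells with vehicle only and 100% = reference agonist; strong numbers were not always called active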
Tat transport = inhibitors of E. coli Tat protein transport. hit rate 0.036% among 340,000. E. coli MC4100 TorA-mCherry Tat export, fluorescence. inhibition, % at 10 µM;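 active means mean replicate inhibition at least 50% and at least half of replicates individually reaching 50%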;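 further: exported cargo escapes ClpAP degradation while cytoplasmic cargo is degraded and loses fluorescence; 0% = median of neutral control wells and 100% = median of NaSCN control wells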
An asterisk follows results filed as active; x = not tested or not shown. Rows are unselected; about 2.3% have a hit in one of these screens.

SMILES	Ecoli viability	SUMO Mot1 rescue	DAGLB inhibitor	PKA-R1A act	HTR5A inv ctr	PKA-R2B activ	AddAB inh	phage Ecoli inh	CDK5 p35 inh	HTR5A ag	Tat transport
CC1CCCC(C)N1CCCNC(=O)CCn1c(=O)c2cccn2c2cccnc21 (stereo not drawn)	0.8	-0.4	0.6	-1.1	1.4	-7.0	1.1	1.3	0.8	-0.4	2.6
COc1ccc(CCNC(=O)c2ccc3nc(N4CCCCC4)sc3c2)cc1OC	3.0	-4.4	-2.0	2.0	-15.8	-9.7	0.4	5.0	0.2	5.4	-2.1
Cc1noc(C)c1NC(=O)N(C)C[C@H]1Oc2c(NC(=O)Nc3ccc(C(F)(F)F)cc3)cccc2C(=O)N([C@H](C)CO)C[C@@H]1C	0.1	-5.8	-4.6	-16.2	-2.4	-7.6	-0.8	1.4	0.1	-2.6	-3.1
CCOC(=O)C1=CN(Cc2cccc(-c3ccc(Cl)nc3)c2)S(=O)(=O)N(C)C1C (stereo not drawn)	1.4	x	-8.0	1.3	-1.3	-5.5	0.4	4.8	-5.6	0.2	-1.8
CCC(=O)N1CCc2cc(S(=O)(=O)N3CCCC3)ccc21	-0.7	15.4	0.0	4.2	-12.6	5.1	1.3	1.2	1.4	0.8	1.7
CC(C)N1CN(c2ccccc2)C(=S)N(c2ccccc2)C1	-2.8	10.3	-0.8	-5.5	-9.5	-8.8	0.3	2.1	-2.5	2.0	-13.3
Cc1ccc(NC(=O)CSc2nc3ccccc3nc2N2CCOCC2)cc1	-0.9	10.5	-5.6	-7.8	9.7	0.3	-1.3	3.0	-0.9	-3.2	-0.4
Cc1ccc(-c2n[nH]c3c2CCC3)cc1	-4.8	-30.4	3.1	-14.9	-52.9	-15.3	-2.0	0.0	0.3	2.8	2.5
CN(C(=O)CN1CCN(c2cnn(-c3ccccc3)c(=O)c2Cl)CC1)C1CCS(=O)(=O)C1 (stereo not drawn)	-0.7	-4.9	-1.4	3.7	15.9	-4.8	-0.4	4.2	0.7	0.5	1.7
CN(C)S(=O)(=O)c1ccc(Cl)c(NC(=O)COC(=O)/C=C/c2ccc3ccccc3n2)c1	0.2	6.8	-2.0	7.6	0.3	-7.5	0.6	-0.7	0.6	-3.0	-1.5
CCOC(=O)Cc1csc(NC(=O)CCN2C(=O)c3cccc([N+](=O)[O-])c3C2=O)n1	-2.1	0.3	1.0	1.6	-0.6	6.4	2.4	-0.6	-0.5	0.2	11.4
O=c1[nH]c2ccc(S(=O)(=O)N3CCC(Cc4ccccc4)CC3)cc2o1	-2.0	44.0	2.6	-7.3	-12.8	0.1	2.3	2.8	-1.4	5.7	2.1
O=C(N/N=C/c1ccc(O)cc1)c1ccc(COc2cc(Cl)ccc2Cl)o1	-2.6	-11.6	0.1	-0.3	-42.5	4.3	2.0	2.5	-2.4	14.4*	5.8
COC(=O)c1ccccc1NC(=O)CSCC(=O)Nc1ccccc1OC	2.6	3.6	-0.5	-17.9	-0.8	-4.1	0.8	3.3	-0.2	0.8	1.3
CCCc1cnc(N2CCN(C(=O)c3c(-c4ccccc4)noc3C)CC2)nc1	1.7	0.7	-1.4	-10.1	11.9	-5.9	0.3	0.3	0.7	-1.4	3.5
Cc1sc2ncn(CC(=O)Nc3c(F)cccc3F)c(=O)c2c1S(=O)(=O)N1CCC(C)CC1	1.1	-16.5	-2.0	-7.7	17.9	4.1	1.0	1.7	0.8	-6.6	-4.9
COc1ccc(OCCN(C)CC(=O)Nc2c(C)cccc2C)cc1	x	-3.6	0.3	7.9	-1.0	-2.4	x	-0.4	1.3	0.3	-4.9
CN(C)S(=O)(=O)N1CCN(S(=O)(=O)c2ccc(F)cc2)CC1	-1.9	1.5	1.6	-5.7	-15.2	-4.2	1.7	3.7	-0.1	-2.7	10.3
CCc1ccc2oc(C(=O)Nc3nonc3C)c(C)c2c1	-0.3	-9.8	-6.0	6.3	16.6	4.0	2.7	0.2	-1.1	-1.7	15.4
c1ccc(-c2nn3c(Cn4nnc5ccccc54)nnc3s2)nc1	-2.1	-10.7	-0.1	1.1	-4.5	-1.6	0.2	1.4	-0.2	-0.5	11.4
CCc1nc2scc(-c3ccc(C)cc3)c2c(=O)n1N	-1.1	-10.9	-1.5	-11.3	15.1	-10.3	-0.5	2.0	-0.1	-5.2	2.2
O=C(Nc1ccn(Cc2c(F)c(F)cc(F)c2F)n1)c1ccc(COc2ccccc2Cl)cc1	0.2	-1.9	-8.9	0.6	-20.0	-6.1	4.3	x	0.0	5.0	4.3
COc1cc(-n2c(C)nc3cc(C(=O)NCC4CCCO4)ccc32)cc(OC)c1OC (stereo not drawn)	0.3	17.5	0.5	-13.8	10.9	9.5	-2.2	0.8	1.5	-2.9	-1.7
CC(C)Sc1n[nH]c(=O)n1-c1cccc(C(F)(F)F)c1	-0.3	-14.0	-4.3	-2.4	-6.2	-4.4	0.8	0.3	-2.4	-0.1	-4.0
CCOC(=O)C[C@H]1c2ccc(C(F)(F)F)cc2S(=O)(=O)N1c1cccc(OC)c1	0.2	-4.5	-1.8	-4.3	-10.4	-22.3	-3.2	3.2	0.6	3.9	12.9
SMILES	Ecoli viability	SUMO Mot1 rescue	DAGLB inhibitor	PKA-R1A act	HTR5A inv ctr	PKA-R2B activ	AddAB inh	phage Ecoli inh	CDK5 p35 inh	HTR5A ag	Tat transport
Cc1ccc(NC(=O)c2ccn(C)n2)c(Br)c1	0.7	3.1	-2.1	7.0	-2.8	7.7	2.5	4.4	-0.8	1.1	-10.4
O=C(N/N=C/c1ccccc1)C1CCCN1C(=O)c1cc([N+](=O)[O-])cc([N+](=O)[O-])c1 (stereo not drawn)	x	-3.9	4.4	6.8	8.7	-1.2	x	2.1	3.5	-3.4	5.1
CC1CCC2(CC1)NC(=O)N(CC(=O)N1c3ccccc3CC1C)C2=O (stereo not drawn)	-1.6	9.3	1.1	-11.2	18.4	-1.9	0.6	-0.4	1.4	-4.7	-1.8
CCC(CC)NC(=O)CO/N=C/c1ccccc1OC(F)F	0.4	5.3	-1.8	-8.5	-2.8	3.2	0.7	2.1	-0.1	0.2	12.4
COc1ccc2cc(C)c3nnc(SCC(=O)Nc4cc(OC)c(OC)cc4C(=O)O)n3c2c1	-0.6	13.5	-2.6	-2.4	8.7	0.3	2.3	3.7	2.4	3.8	-10.5
COc1cccc(CN2CC(C(=O)NCc3cccc(N4CCCC4)c3)CCC2=O)c1 (stereo not drawn)	-2.1	39.3	5.5	3.1	21.2	-3.9	2.2	2.7	-1.0	2.8	18.8
COc1ccc(NC(=O)c2oc3ccccc3c2NC(=O)c2ccc(OC)c(OC)c2)c(OC)c1	x	x	1.5	-16.9	9.2	-5.3	x	0.7	0.2	0.9	-0.6
C=CCN1C(=O)C(Cc2ccccc2)S/C1=N/N=C/c1cccs1 (stereo not drawn)	1.3	294.1	-17.8	3.9	-13.0	-14.3	2.1	0.0	0.4	-6.0	-0.1
CC(C)=CCC(C)(C)C1OCCN1C(=O)c1ccccc1 (stereo not drawn)	0.5	-8.4	-6.4	6.3	21.6	-4.9	3.1	2.0	-1.3	-3.6	9.9
COc1ccc(S(=O)(=O)N2CCCc3ccccc32)cc1[N+](=O)[O-]	0.7	30.4	-1.9	-9.0	4.3	-5.7	0.4	1.0	0.2	-1.1	-10.1
COc1ccccc1NC(=O)COc1ccc(Br)cc1CNC1CCCC1	-0.8	-1.5	-6.0	-3.6	9.7	4.6	3.2	5.7	-1.1	-3.5	-6.2
CC(=O)Nc1ccc(-c2nc(C)c(C(C)=O)n2O)cc1	-3.8	-9.1	0.8	-0.8	5.3	5.5	0.6	1.7	0.5	1.6	-14.9
COC(=O)CCSc1cc(NCCOC(C)=O)c([N+](=O)[O-])c2nonc12	1.9	157.1	-1.2	-2.4	18.4	-5.0	2.4	3.4	-0.2	-4.7	-2.6
CCN1CCN(CC(=O)Nc2ccc(C(C)=O)cc2)CC1	1.3	-12.2	-0.6	1.1	9.7	-3.7	-0.9	-2.6	-0.4	-2.7	-1.2
CC1CC(C)CN(C(=O)CSCC(=O)Nc2nc(-c3cccs3)cs2)C1 (stereo not drawn)	-0.4	14.4	-6.2	-1.0	9.9	-3.6	-0.9	0.4	-3.3	0.9	-2.6
CN(C)c1ccc(C(=O)C(=O)c2ccccc2)cc1	0.3	-9.4	-1.7	0.5	-7.6	-15.3	1.0	3.4	1.0	2.1	0.8
O=C1c2ccccc2C(=O)N1CCC1=CCCCC1	-1.1	x	-7.4	-3.5	-11.2	15.2	0.8	2.3	-0.6	-2.9	-8.4
O=C(O)c1ccccc1C(=O)c1ccc2c(c1)N(Cc1ccc(Cl)c(Cl)c1)C(=O)CO2	-0.7	20.5	0.1	-5.3	5.8	3.9	-1.1	5.1	-1.1	-2.1	11.1
CC(=O)c1ccc(OC(C)C)c(CC(C(N)=O)C(N)=O)c1	-0.7	-23.9	1.8	-2.8	1.5	-2.7	1.0	0.3	-4.0	-1.0	-6.0
O=C(COC(=O)C1CC(=O)N(Cc2ccccc2)C1)c1ccc(Br)cc1 (stereo not drawn)	0.2	38.9	-0.7	3.8	-9.9	-5.4	5.6	4.1	-0.8	3.9	-9.2
CN(C)C(=O)N1CCC(C(=O)NCc2ccccc2Cl)CC1	0.2	-6.8	1.8	-4.4	3.1	-0.6	2.7	1.2	-5.4	0.7	22.4
CC1CCCCN1S(=O)(=O)c1ccc(N(C(=O)c2cnccn2)C(C(=O)NC2CCCC2)c2cccs2)cc1 (stereo not drawn)	0.5	5.3	2.3	-3.4	9.1	-2.1	2.1	1.2	0.8	1.3	9.7
CCn1c(SCC(=O)N/N=C/C=C\c2ccco2)nc2ccccc21	-1.0	2.8	4.1	-10.0	2.4	4.8	0.7	3.8	-0.3	-0.9	-0.2
CN(C)S(=O)(=O)NCc1ccc2c(c1)OCO2	1.6	6.8	-1.2	-2.5	1.6	-1.3	0.7	-2.8	2.1	0.1	24.6

A different layout for three compounds above:
> COc1cccc(CN2CC(C(=O)NCc3cccc(N4CCCC4)c3)CCC2=O)c1 (stereo not drawn)
  Ecoli viability: -2.1; SUMO Mot1 rescue: 39.3; DAGLB inhibitor: 5.5; PKA-R1A act: 3.1; HTR5A inv ctr: 21.2; PKA-R2B activ: -3.9; AddAB inh: 2.2; phage Ecoli inh: 2.7; CDK5 p35 inh: -1.0; HTR5A ag: 2.8; Tat transport: 18.8
> CCN1CCN(CC(=O)Nc2ccc(C(C)=O)cc2)CC1
  Ecoli viability: 1.3; SUMO Mot1 rescue: -12.2; DAGLB inhibitor: -0.6; PKA-R1A act: 1.1; HTR5A inv ctr: 9.7; PKA-R2B activ: -3.7; AddAB inh: -0.9; phage Ecoli inh: -2.6; CDK5 p35 inh: -0.4; HTR5A ag: -2.7; Tat transport: -1.2
> O=C(COC(=O)C1CC(=O)N(Cc2ccccc2)C1)c1ccc(Br)cc1 (stereo not drawn)
  Ecoli viability: 0.2; SUMO Mot1 rescue: 38.9; DAGLB inhibitor: -0.7; PKA-R1A act: 3.8; HTR5A inv ctr: -9.9; PKA-R2B activ: -5.4; AddAB inh: 5.6; phage Ecoli inh: 4.1; CDK5 p35 inh: -0.8; HTR5A ag: 3.9; Tat transport: -9.2
